RGS4 inhibitor – human RGS4 inhibition; P49798; Transcreener GDP fluorescence polarization, RGS4-accelerated GTP hydrolysis; Potency, µM (titrated, usually from 114 µM), inactives show at the highest dose activity change, negative = inhibition, most hits filed as inhibitors; 390,000 tested, 0.039% active; AID 504845; note: potency is the fitted concentration of half-maximal effect; % is set by controls: 0 for no effect and ±100 for the full control effect; nearly all actives have a fitted effect of over 75% in size; some results filed as inactive show a strong effect at the top dose
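MLSMR compounds (23 nl, pin-transferred) preincubated 10 min at room temperature with a 500nM (2x) first reagent, then RGS4 at 900nM (2x) plus Transcreener GDP mix added; fluorescence polarization (620/688 nm) read before and after 90 min at 30 °C.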
HP1b binding inh – inhibitors of HP1-beta chromodomain binding to methylated histone tails; AID 540317; Potency, µM (top dose mostly 114 µM), without a hit: top-dose activity change, negative = inhibition, hits mostly inhibitors; 390,000 tested, 0.56% active; P83916; AlphaScreen HP1-beta / biotin-H3K9me3 peptide binding; note: potency is the fitted concentration of half-maximal effect; nearly all actives have a fitted effect of over 70% in size; inactives centre near 23
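HP1-beta protein (50 nM final) preincubated 30 min at room temperature with biotinylated H3(1-18)K9me3 peptide (50 nM) in PBS pH 7.4, 0.01% Tween-20, then compound added for 30 min. AlphaScreen streptavidin donor/nickel chelate acceptor beads (10 ug/mL final), 30 min dark, luminescence read.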
JMJD2A Tudor inh – JMJD2A Tudor domain (human) inhibition; O75164; 390,000 tested, 4.4% active; Potency, µM (highest dose often 114 µM), for inactives: top-dose activity change, negative = inhibition, most hits filed as inhibitors; AlphaScreen JMJD2A-Tudor / H3K4me3 peptide binding; note: potency is the fitted concentration of half-maximal effect; % is set by controls: 0 for no effect and ±100 for the full control effect; nearly all actives have a fitted effect of over 50% in size
Target sequence (O75164 whole entry, looked up, the tested form may be a part): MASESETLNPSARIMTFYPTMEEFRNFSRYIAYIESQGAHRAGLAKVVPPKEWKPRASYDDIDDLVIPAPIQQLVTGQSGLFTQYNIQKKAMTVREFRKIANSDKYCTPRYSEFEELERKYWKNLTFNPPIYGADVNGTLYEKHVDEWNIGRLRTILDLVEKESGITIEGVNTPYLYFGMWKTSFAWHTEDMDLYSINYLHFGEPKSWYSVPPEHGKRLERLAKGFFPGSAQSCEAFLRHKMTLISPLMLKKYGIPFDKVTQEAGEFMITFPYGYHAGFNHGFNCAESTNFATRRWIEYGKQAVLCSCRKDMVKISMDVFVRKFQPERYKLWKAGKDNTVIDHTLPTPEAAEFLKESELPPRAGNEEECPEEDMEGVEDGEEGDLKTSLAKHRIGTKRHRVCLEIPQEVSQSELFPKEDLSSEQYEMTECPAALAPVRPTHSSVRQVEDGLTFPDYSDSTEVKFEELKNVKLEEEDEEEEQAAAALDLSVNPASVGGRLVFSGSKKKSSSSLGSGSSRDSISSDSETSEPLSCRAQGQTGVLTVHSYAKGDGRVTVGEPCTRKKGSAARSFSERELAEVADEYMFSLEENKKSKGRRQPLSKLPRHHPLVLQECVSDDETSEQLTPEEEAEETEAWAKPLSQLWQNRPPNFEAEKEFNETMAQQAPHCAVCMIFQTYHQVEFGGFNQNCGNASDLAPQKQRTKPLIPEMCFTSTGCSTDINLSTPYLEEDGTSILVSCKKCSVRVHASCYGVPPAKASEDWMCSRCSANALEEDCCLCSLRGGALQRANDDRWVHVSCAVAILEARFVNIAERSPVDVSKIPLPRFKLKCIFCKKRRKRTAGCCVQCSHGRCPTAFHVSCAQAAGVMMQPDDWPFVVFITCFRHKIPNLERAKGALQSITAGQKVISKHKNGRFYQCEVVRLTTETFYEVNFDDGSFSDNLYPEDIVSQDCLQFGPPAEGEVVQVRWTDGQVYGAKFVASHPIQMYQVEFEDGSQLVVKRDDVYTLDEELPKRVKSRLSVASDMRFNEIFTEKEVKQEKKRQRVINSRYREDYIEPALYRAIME
ALOX12 inh – ALOX12 (human) lipoxygenase inhibition. 580,000 tested, 1.1% active. P18054. purified 12hLO, xylenol orange hydroperoxide absorbance. Potency, µM (series often up to 108 µM), for the others: top-dose activity change, negative = inhibition, actives largely listed as inhibitors; note: potency is the fitted concentration of half-maximal effect; % is set by controls: 0 for no effect and ±100 for the full control effect
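Purified human 12hLO (150 nM final) in 25 mM Hepes, 0.01% Triton X-100, pH 7.0 was preincubated 15 min at room temperature with compound. Then 40 uM arachidonic acid was added, 30 min. Hydroperoxide was read by Fe-XO absorbance ratio 573/405 nm.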
G9a inh – inhibitors of human histone lysine methyltransferase G9a. Q96KQ7. G9a H3K9 monomethylation, AlphaScreen, 2 h. Potency, µM (series often up to 102 µM), without a hit: at the top dose activity, negative = inhibition, usual class: inhibitors. 350,000 tested, 8.8% active. AID 504332; note: potency is the fitted concentration of half-maximal effect; % is set by controls: 0 for no effect and ±100 for the full control effect; nearly all actives have a fitted effect of over 75% in size
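Chemiluminescent proximity detection of H3K9 monomethylation, read after 10 min bead incubation in the dark. Reaction: 20 nM G9a, 500 nM biotin-H3K9 peptide, 20 uM SAM cofactor, 2 h, room temperature, following 15 min enzyme-compound preincubation.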
PI4K2A block – PI4K2A (human) kinase inhibition; Q9BTU6; purified PI4K2A, ADP-Glo luminescence, 1 h; active compounds read low; activity change, negative = inhibition, % at 76.9 µM; 420,000 tested, 0.13% active; AID 1346378; in the data active = activity change below about -50%; inconclusive = mostly about -30% to -49%;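 note: -100% = wells without enzyme as full effect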
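In this quantitative HTS, ADP production by PI4K2A was quantified luminescently after 1 h at ambient temperature; 100 microM adenosine served as plate-quality control.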
BAZ2B block – blocks human BAZ2B | Potency, µM (doses to about 114 µM), for the others: at the highest dose activity change, negative = inhibition, most hits filed as inhibitors | Q9UIF8 | AlphaScreen BAZ2B-H3K14Ac peptide displacement | 360,000 tested, 4.4% active; note: potency is the fitted concentration of half-maximal effect; % is set by controls: 0 for no effect and ±100 for the full control effect; nearly all actives have a fitted effect of over 60% in size
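In this displacement format the biotinylated H3(5-23) peptide acetylated at Lys14 serves as ligand at 50 nM, with BAZ2B at 50 nM in PBS pH 7.4 containing 0.01% Tween-20. Donor and acceptor beads are 10 ug/mL final.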
ERG-DNA inh – ERG Ets/DNA interaction inhibition. 370,000 tested, 0.028% active. AID 624246. Potency, µM (doses to about 76.9 µM), for the others: top-dose FP activity, negative = inhibition, most hits filed as inhibitors. P11308. fluorescence polarization, His-ERG Ets domain / labelled DNA; active = well fitted inhibition curve with a large enough effect in the polarisation, with a control signal flat; inconclusive = small, poorly fitted or top-dose-only effect, or effect the other way, or a change in a side signal; inactive = no such curve, though single readings can be large or run the other way; the % refers to the polarisation;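 note: polarization taken with two DNA probes labelled with fluorescein and Texas red; potency is the fitted concentration of half-maximal effect; % of control where 0% means no effect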
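His-tagged ERG Ets domain (1 uM in the protein solution; 300mM KCl, 50mM Tris-HCl, 1mM EDTA, 1mM DTT, pH 7.5) received compound, then a probe mix of 5 nM fluorescein-DNA and 100nM Texas-615-DNA. Fluorescence polarization was read for both dyes.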
GLS inhibitor – glutaminase GLS (human) inhibition; Potency, µM (titrated, usually from 45.5 µM), without a hit: at the top dose activity change, negative = inhibition, actives largely listed as inhibitors; O94925; 410,000 tested, 0.21% active; GLS enzymatic activity, qHTS titration; note: potency is the fitted concentration of half-maximal effect; % is set by controls: 0 for no effect and ±100 for the full control effect
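Human kidney-isoform GLS in 45 mM KH2PO4 pH 8.2, 0.02% Tween-20, with compound, started with 1mM L-Glutamine (added stock). Glutamate oxidase/HRP/Amplex red coupled fluorescence read at start and after 30 min at RT.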
The depositor's hits bear a star; ? = inconclusive; . = no result given; & = joins results of further samples; [ ] = remark or other dose. Unless noted, calls come from the whole dose curve; as a rule, active = well fitted curve in the direction sought with a large enough effect; inconclusive = small, poorly fitted or top-dose-only effect, or another doubt; inactive = no such curve, though single readings can be large; an effect the other way counts as inactive or inconclusive.

SMILES	RGS4 inhibitor	HP1b binding inh	JMJD2A Tudor inh	ALOX12 inh	G9a inh	PI4K2A block	BAZ2B block	ERG-DNA inh	GLS inhibitor
COc1ccc(NC(=O)CN2C(=O)/C(=C3\SC(=S)N(C4CCS(=O)(=O)C4)C3=O)c3ccccc32)cc1 (stereo unspecified)	-46%	?	-6%	?	.	-3	-20%	8%	-5%
Cc1ccc2oc(=O)n(CCOc3ccccc3C)c2c1	46%	101%[activator]	8%	-1%	6%	-1	25%	5%	2%
Cc1cccc(N2CCN(C(=O)c3oc4ccc(Br)cc4c3C)CC2)c1C	-35%	84%[activator]	5%	16%	.	-2	.	-11%	2%
Cc1nn(-c2ccccc2)c2nc(N)c(C#N)c(-c3ccc(C(C)(C)C)cc3)c12	9%	98%[activator]	-2%	?	13%	-1	3%	-9%	11%
CCC(C)(C)NC(=O)c1cc(OC)c(OC)cc1[N+](=O)[O-]	13%	21%	-12%	3%	34%[0.501 µM]	8	1%	0%	-1%
Cc1nn(C)c(C)c1N1C(=O)c2cccc3c(Br)ccc(c23)C1=O	-27%	11%	-23%	?	?	-1	9%	1%	-17%
Cc1cnc(C(=O)OCC(=O)Nc2cccc3ccccc23)cn1	16%	41%[activator]	-3%	181%[activator]	.	1	.	6%	0%
Nc1cc(N)c2c(c1)C(=O)c1ccccc1-2	-7%	-24%[57 µM]	-48%	-9%	.	-14	.	-8%	0%
S=C(Nc1ccccc1)c1nc2ccccc2s1	-9%	?	40µM*	-3%	?	-3	-38%	-9%	3%
O=C(CSc1ccc(-c2ccc(F)cc2)nn1)NCCc1ccccc1	34%	14%	-5%	60%[activator]	34%	-1	-3%	0%	7%
COc1cccc(N2CC(C(=O)NC3CCCCC3)CC2=O)c1 (stereo unspecified)	6%	41%[activator]	3%	-5%	2%	5	-5%	10%	7%
Cc1cc(Cl)cc(C)c1OCCOCCNCc1ccccc1	22%	-4%	22µM*	?	.	-1	?	-4%	0%
COc1ccc(N2CCN(C(=O)c3cccn4c(=O)c5ccc(Cl)cc5nc34)CC2)cc1	-14%	63%[activator]	-17%	-10%	13%[59 µM]	-5	0%	1%	2%
CC[C@H](C)C(C(=O)N1CCN(C(=O)OC(C)(C)C)CC1)n1cc(C(Cc2ccc(O)cc2)NC(=O)OC(C)(C)C)nn1 (stereo partly specified)	-19%	28%	-19%	-28%	22%[59 µM]	-4	-8%	14%	17%
O=C(c1ccc2c(c1)OCCO2)N(c1ccccn1)C1CCCCC1	-4%	16%	-2%	-7%	-11%	3	-5%	9%	4%
Cc1nn(-c2ccc(Cl)c(Cl)c2)c(=O)c2ccccc12	22%	2%	-13%	154%[activator]	2%[0.501 µM]	-24	7%	1%	-1%
CC(=O)c1ccc(N2CCN(C(=O)CNS(=O)(=O)c3ccc4c(c3)OCCCO4)CC2)c(F)c1	7%	17%	-7%	12%	-18%	-13	20%	11%	4%
Cc1ccc(CCSc2ccc(C(C)C)cc2)cn1	-42%	93%[activator]	41%[activator]	-17%	?	-1	93%[activator]	5%	-6%
COc1ccccc1C(=O)COC(=O)CNS(=O)(=O)c1ccc(C)cc1	2%	6%	-26%	-9%	1%	-1	.	-3%	-2%
O=C(O)[C@@H]1CSC2c3ccccc3C(=O)N21 (stereo partly specified)	-2%	38%[activator]	-33%	-1%	0%	-2	-15%	-7%	2%
CCN1CCN(C(=O)c2cnn(-c3cccc(C)c3)c2C2CCN(C(=O)OC(C)(C)C)CC2)CC1	-11%	0%	-14%	0%	2%[59 µM]	-4	3%[57.1 µM]	-1%	-8%
O=C(Nc1cc(C(F)(F)F)ccc1-n1cncn1)c1ccc([N+](=O)[O-])o1	3%	-2%	-28%	-9%	24%[0.501 µM]	6	0%	3%	-4%
CC1CCc2c(sc(NC(=O)c3cc(-c4cccc(Cl)c4)on3)c2C(N)=O)C1 (stereo unspecified)	-7%	53%[activator]	-10%	-11%	-25%[59 µM]	-7	-3%	-2%	-4%
COc1ccc(OC)c(NC(=O)CCC(=O)Nc2nnc(C(C)C)s2)c1	-5%	29%	-10%	-11%	-12%	-1	-32%	6%	-4%
O=C(N=Nc1c(O)[nH]c2ccc(Br)cc12)c1ccccc1-n1cccc1	11%	?	16µM*	1%	25µM*	-2	32µM*	2%	7%
COC(=O)c1ccc(COC(=O)c2cnc(Cl)c(Cl)c2)cc1	3%	-1%	-14%	?	18%	3	17%	10%	-5%
COc1ccc2c(C)nc(Nc3nc(-c4ccccc4)cc(=O)[nH]3)nc2c1	?	22%	?	0%&-14%	?	3	79µM*	18%	-4%
CCc1ccc(NC(=O)c2ccc3[nH]c(C)c(C)c3c2)cc1	1%	39%	-18%	-10%	-17%[59 µM]	1	-28%	13%	0%
CC(=O)c1ccccc1NC(=O)COC(=O)CSCC(=O)Nc1cc(C)on1	7%	43%[activator]	-8%	0%	9%[0.501 µM]	3	-4%	-6%	1%
COc1cc(/C=C/c2cc(OC(C)=O)c3ccccc3n2)c(OC(C)=O)c([N+](=O)[O-])c1	26%	5%	8%	-52%	23%[59 µM]	7	3%	-9%	.
COc1ccc(Cl)cc1NC(=O)CN1C(=O)NC(C)(Cc2ccc(OC)c(OC)c2)C1=O (stereo unspecified)	-6%	41%[activator]	-12%	7%	6%[12.7 µM]	3	10%	8%	0%
CC(=O)c1c(C)oc2ccc(NS(=O)(=O)c3cccs3)cc12	18%	23%	-4%	-13%	-32%	-1	-17%	1%	4%
Cc1nc(SCC(=O)N2CCOCC2)c2ccsc2n1	5%	21%	-17%	0%	-1%	-4	-3%	1%	3%
Cc1cccc(N=Nc2c(N)n[nH]c2N)c1	-21%	-17%	?	9%	-12%	-3	40µM*	1%	9%
CC(C)(C)c1ccc(C(=O)NC(Cc2c[nH]c3ccccc23)C(=O)OCC(=O)c2ccc(Br)cc2)cc1 (stereo unspecified)	-7%	24%	-28%	-11%	-28%[59 µM]	0	-13%	-1%	-7%
CCOc1ccc(CCNC(=O)c2ccc3nc(N4CCC(C)CC4)sc3c2)cc1OCC	-10%	21%	-16%	-15%	-2%[59 µM]	-3	4%	2%	0%

Brought forward from above: two entries; new compounds follow.
SMILES	RGS4 inhibitor	HP1b binding inh	JMJD2A Tudor inh	ALOX12 inh	G9a inh	PI4K2A block	BAZ2B block	ERG-DNA inh	GLS inhibitor
CC(C)(C)c1ccc(C(=O)NC(Cc2c[nH]c3ccccc23)C(=O)OCC(=O)c2ccc(Br)cc2)cc1 (stereo unspecified)	-7%	24%	-28%	-11%	-28%[59 µM]	0	-13%	-1%	-7%
CCOc1ccc(CCNC(=O)c2ccc3nc(N4CCC(C)CC4)sc3c2)cc1OCC	-10%	21%	-16%	-15%	-2%[59 µM]	-3	4%	2%	0%
O=C(CSc1n[nH]c(=O)[nH]c1=O)Nc1ccc(SC(F)F)cc1	-16%	19%	-20%	-9%	.	-2	.	-11%	0%
COc1ccc(OC)c(NC(=O)c2cc(CN3CCCC3)on2)c1	3%	2%	-27%	-16%	2%[59 µM]	1	?	2%	3%
COc1cccc(NC(=O)C(C)N2C(=O)c3ccccc3C2=O)c1 (stereo unspecified)	15%	35%	-6%	4%	1%	-5	-1%	-4%	1%
CC(O)C(NC(=O)OCc1ccccc1)C(=O)OCc1ccccc1 (stereo unspecified)	-2%	14%	-4%	378%[activator]	-4%[12.7 µM]	0	2%	13%	-2%
C=CCN1C=CC(=O)CC1	-10%	20%	-9%	4%	26%[59 µM]	3	1%	-2%	0%
COc1c2ccoc2nc2c(OC)c(OCC(O)C(C)(C)O)ccc12 (stereo unspecified)	-3%	36%	-19%	3%	-8%[59 µM]	4	12%	-1%	0%
O=C(O)c1ccccc1CSc1nnc2c(n1)[nH]c1ccccc12	?	13%	-3%	?	.	1	-9%	0%	-7%
O=S(=O)(NCCc1csc(-c2ccc(F)cc2)n1)c1ccc(Cl)cc1	3%	27%[57 µM]	15%	28µM*	17%[59 µM]	-1	30%	-4%	-6%
NC(=O)CC(NC(=O)Cc1cccc2ccccc12)c1ccc(NCc2ccc(F)cc2)c([N+](=O)[O-])c1 (stereo unspecified)	6%	19%	-27%	?	?	-1	-23%	-9%	1%
CCCn1cc(CN2CCC(n3nccc3NC(=O)C(OC)c3ccccc3)CC2)c(C)n1 (stereo unspecified)	42%	27%	-10%	-2%	1%	-2	-1%	-8%	6%
COc1cc(-c2cc(=O)c3c(O)cc(O)cc3o2)ccc1O	-9%	19%	-18%	17%	-5%[12.7 µM]	3	-19%	-21%	15%
CC(C(=O)O)c1n[nH]c(=O)c2ccccc12 (stereo unspecified)	2%	18%	1%	0%	18%[12.7 µM]	3	10%	-5%	1%
CCOc1ccc(C(=O)Nc2cccc(-c3nc4cc(Cl)cc(Cl)c4o3)c2)cc1	-7%	25%	-10%	-19%	11%[59 µM]	-2	2%	1%	0%
O=C(Nc1ccccc1N1CCN(C(=O)c2ccc(Cl)cc2)CC1)c1cccc(F)c1	31%	28%	-11%	6%	19%	-5	-10%	-2%	5%

These rows are one share of the data. The share of hits here may be higher or lower than overall.
